# Assay outcomes (PubChem)
# SENP8 block: blocks human SENP8 cleavage of Nedd8 substrate; Q96LD8; recombinant SENP8, Nedd8 substrate fluorescence; inhibition, % at 20 µM; hit rate 0.64% among 360,000; AID 602440; in the data active means inhibition mostly above about 40%, no sharp cut-off; inactive means mostly below about 27%
# Target sequence (Q96LD8 whole entry, looked up): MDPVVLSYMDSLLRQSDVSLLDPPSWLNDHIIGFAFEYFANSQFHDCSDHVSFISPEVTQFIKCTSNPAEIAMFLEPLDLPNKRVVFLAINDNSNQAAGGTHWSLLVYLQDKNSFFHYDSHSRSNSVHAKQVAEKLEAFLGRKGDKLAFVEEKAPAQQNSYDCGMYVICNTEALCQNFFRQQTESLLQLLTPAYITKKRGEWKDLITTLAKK
# SENP1 FRET inh: SENP1 (human) catalytic domain inhibition | AID 624204 | inhibition, % at 10 µM | recombinant SENP1 catalytic domain, CyPet-SUMO1-YPet FRET cleavage | hit rate 0.21% among 360,000;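 active means inhibition at least 30% at 10 µM, raw YFP signal under a set limit, fluorescence ratio 0.5 to 1.5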;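 further: 0% = enzyme with DMSO and 100% = no enzyme wells; some results filed as inactive read as strong as hits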
#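 Compound: 10 µM single point, 0.5% DMSO; Test system: hSENP1 catalytic domain, recombinant; Timing: 50 min reaction at room temperature; Technique: FRET, CFP and YFP emission; Control set: no-enzyme wells low, DMSO-plus-enzyme wells high control.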
# SENP6 block: blocks the human protease SENP6; Q9GZR1; Recombinant SENP6 catalytic domain, aminoluciferin luminescence; inhibition, % at 10 µM; hit rate 1.8% among 330,000; AID 2599;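 active means inhibition above about 50% at the single tested dose, limit read from the data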;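 further: plate controls were DMSO wells with enzyme for no effect and DMSO wells lacking enzyme for full effect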
# Target sequence (Q9GZR1 628-1112 limits assumed): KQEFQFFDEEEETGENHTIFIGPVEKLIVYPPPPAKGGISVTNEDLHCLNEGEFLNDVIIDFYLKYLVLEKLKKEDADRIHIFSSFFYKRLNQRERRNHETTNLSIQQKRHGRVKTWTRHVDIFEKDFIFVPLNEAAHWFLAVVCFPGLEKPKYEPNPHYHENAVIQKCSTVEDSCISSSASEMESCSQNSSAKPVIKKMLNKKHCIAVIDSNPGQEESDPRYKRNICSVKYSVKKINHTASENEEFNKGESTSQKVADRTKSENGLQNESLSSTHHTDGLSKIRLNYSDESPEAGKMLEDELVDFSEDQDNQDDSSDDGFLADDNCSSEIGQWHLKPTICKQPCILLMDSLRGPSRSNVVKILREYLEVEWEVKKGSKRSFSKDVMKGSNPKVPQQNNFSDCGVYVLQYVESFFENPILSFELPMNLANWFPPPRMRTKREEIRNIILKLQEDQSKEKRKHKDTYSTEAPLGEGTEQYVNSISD
# hIAP act: human IAP activation | activation factor at 10 µM | hit rate 0.16% among 330,000 | purified human IAP, CDP-Star luminescence, 30 min; stronger effect = higher value; 1 = vehicle-only enzyme, 0 = enzyme-free background | P09923 | AID 2524;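 active means activation factor of the enzyme at least 2-fold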; further: the source names both 10 and 20 µM as test concentration; values of inactives mirror those of a sister screen read the other way
# ATG4B inhibitor: blocks human ATG4B protease cleavage of LC3 substrate. Q9Y4P1. ATG4B cleavage of LC3-PLA2, NBD-HPC fluorescence, 1 h. inhibition, % at 8.33 µM. hit rate 0.51% among 340,000; in the data active means inhibition above about 40%
# Target sequence (Q9Y4P1 whole entry, looked up): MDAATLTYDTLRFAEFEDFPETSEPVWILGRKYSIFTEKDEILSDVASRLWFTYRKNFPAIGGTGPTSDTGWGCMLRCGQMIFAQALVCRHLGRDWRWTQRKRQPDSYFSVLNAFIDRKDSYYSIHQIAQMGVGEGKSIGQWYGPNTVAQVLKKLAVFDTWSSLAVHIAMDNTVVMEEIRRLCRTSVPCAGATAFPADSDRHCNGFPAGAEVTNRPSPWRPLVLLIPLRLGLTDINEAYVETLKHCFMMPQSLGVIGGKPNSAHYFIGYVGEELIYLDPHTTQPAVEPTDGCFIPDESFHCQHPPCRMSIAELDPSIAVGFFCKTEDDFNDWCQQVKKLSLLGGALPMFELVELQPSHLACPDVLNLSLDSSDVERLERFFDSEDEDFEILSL
# GRIN3A LBD mod: NR3A (human) ligand-binding domain modulation. Tm shift relative to glycine control, % at 25 µM. hit rate 2.5% among 340,000. NR3A LBD differential scanning fluorimetry, Tm shift; 0% = protein alone, 100% = glycine-bound protein;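 active means melting temperature shift of at least 10% of the positive control shift, at one fixed dose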
# MPTP block: permeability transition pore inhibition; isolated mouse mitochondria, Ca2+ swelling absorbance, 30 min; hit rate 1.4% among 360,000; inhibition, % at 10 µM;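 active means inhibition of 50% or more, scaled per plate between neutral and stimulator controls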;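 further: 0% = DMSO wells given calcium and 100% = 1 mM EGTA wells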
# PfG6PD inh: PfG6PD (Plasmodium falciparum) enzyme inhibition. PfGluPho enzyme, NADPH resazurin-diaphorase fluorescence. AID 504690. inhibition, % at 20 µM. hit rate 0.78% among 350,000;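 active means inhibition reaching at least a set limit at 20 µM in the primary screen, cut at about 59% in these data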;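 further: 0% = DMSO wells with substrate and 100% = DMSO wells lacking glucose-6-phosphate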
# * = called active by the depositor; . = not tested or not shown.
SMILES,SENP8 block,SENP1 FRET inh,SENP6 block,hIAP act,ATG4B inhibitor,GRIN3A LBD mod,MPTP block,PfG6PD inh
O=C(O)CCn1c(-c2ccccc2)cc2ccccc21,-172,0,-11,0.92,-1,1,0.0,-7
O=C(NCc1ccc2c(c1)OCO2)C(=O)NCC1OCCN1S(=O)(=O)c1ccc(Br)cc1 (configuration not stated),14,4,13,1.1,-10,0,1.4,0
CC(=O)CC(C)=NCCN=C(C)CC(C)=O,23,-2,0,1.1,-3,2,-2.5,10
COc1cccc(C(=O)Nc2nc(-c3ccncc3)cs2)c1,-15,0,1,1.2,-8,-17,2.4,31
O=C1NC(=O)/C(=C\c2ccc(OCc3cccc(C(=O)O)c3)c(Cl)c2)N1,-179,0,95*,0.9,-4,-14,1.3,-13
Cc1ccccc1NC(=S)NNC(=O)c1cccc(Br)c1,-6,2,42,1.4,-1,-6,2.2,-4
O=c1n(Cc2ccccc2F)c2ccccc2n1Cc1ccccc1F,27,3,-2,0.88,7,-4,-1.5,-33
S=C(Nc1ccc(Cl)cc1Cl)NC1CCN(Cc2ccccc2)CC1,20,1,-1,1.4,3,-4,0.9,-3
COc1ccc(Cn2cc(C(=O)c3ccccc3)c(=O)c3cc(OC)ccc32)cc1,-4,2,2,0.81,0,-3,-1.3,4
COc1cc(N)c(C(=O)c2nccc3cc(OC)c(OC)cc23)cc1OC,16,2,-16,0.79,-3,1,0.3,-6
Cn1ccnc1Sc1cc(NCCCO)c([N+](=O)[O-])c2nonc12,12,-12,31,0.89,-3,1,-4.6,28
COc1ccc(NS(=O)(=O)c2ccc(N3CC(O)=C(c4ccccc4)C3=N)cc2)cc1,-38,3,6,1,-1,0,0.9,-6
COc1ccc(-c2[nH]ncc2/C=C(/C#N)C(=O)NC2CCCCC2)cc1,-402,-3,0,1.2,-13,-7,1.7,-2
c1ccc2sc(NC3=NCN(C4CCCCC4)CN3)nc2c1,9,2,-8,0.89,-9,2,-0.6,-2
COc1ncnc2c1ncn2CCCNCCN1CCOCC1,4,2,.,.,.,.,-2.5,1
CCOCCOC(=O)c1ccc(NC(=O)C2COc3ccccc3O2)cc1 (configuration not stated),8,-1,-16,1.1,-5,-1,0.2,3
CCOC(=O)c1c(SCCN2CCCCC2)n(-c2ccccc2)c(=S)n(-c2ccccc2)c1=O,7,-1,.,.,-6,2,-0.5,12
Cc1ccc(S(=O)(=O)N2CCCC(C(=O)NC3CCCC3)C2)cc1 (configuration not stated),-7,1,0,1,-5,0,0.4,-5
CC(C)Cc1ccc(C(C)C(=O)Nc2nccs2)cc1 (configuration not stated),20,2,-2,1.2,-4,-3,1.3,0
COC(=O)CNC(=O)COC(=O)/C=C/c1cccs1,18,-1,-8,0.94,4,-3,1.6,-12
N#Cc1cccc(C(=O)OCC(=O)NCc2ccco2)c1,12,1,2,0.91,6,1,2.5,-13
CCCCc1n[nH]c2c1/C(=N/OCC)CC(C)(C)C2,4,2,-10,1.2,10,1,6.1,-21
COc1ccc(C(=O)N2CCC(C(=O)N3CCN(c4ccc(OC)cc4)CC3)CC2)cc1,12,0,-20,1.1,-5,-1,-1.2,13
Cc1ccc(CNC(=O)CCCc2nc3ccccc3s2)cc1,26,0,-27,0.91,1,2,3.9,-19
CCOC(=O)c1c(NC(=O)COc2ccccc2C#N)sc2c1CC(C)(C)NC2(C)C,-79,-2,-10,1,5,-9,-0.4,-6
COc1ccc(CCNC(=O)c2ccc(N3CCCC3=O)cc2)cc1,9,0,-15,1,-7,0,-2.2,-4
CCN(CC)c1ccc(NC(=O)C(C)C)cc1,6,0,9,0.91,-1,0,-0.7,6
COc1ccc(S(=O)(=O)Nc2ccc(C(N)=O)cc2)cc1C(=O)N1CCCCCC1,5,3,-10,0.77,-4,3,-1.5,8
CN(Cc1cccs1)C(=O)c1ccc(Cl)c(S(=O)(=O)N2CCCCCC2)c1,16,0,2,1.2,1,-9,-1.8,-9
O=C(NCc1ccccc1)c1c(O)c2cccc3c2n(c1=O)CCC3,-55,-1,8,0.89,-2,-1,1.6,-1
O=C1COc2ccc(C(=O)COC(=O)CNS(=O)(=O)c3cccc(F)c3)cc2N1,-13,-3,9,1,-10,-2,-0.6,2
COc1ccc(C)cc1NC(=O)NC1CCCc2ccccc21 (configuration not stated),14,1,-9,1,31,-5,0.0,-3
Cc1c(NC(=O)CSc2nc3ccccc3s2)c(=O)n(-c2ccccc2)n1C,2,1,-9,0.99,19,0,4.9,-17
Cc1cccc(NC(=O)c2ccc3c(=O)n(CC4CCCO4)c(=S)[nH]c3c2)c1 (configuration not stated),18,0,-24,0.95,-4,1,1.8,-1
N#C/C(=C\c1cccc(OC(=O)c2cccs2)c1)C(N)=O,7,-1,-1,0.98,-3,0,0.8,6
Cc1ccc(C(=O)N2CCN(c3ccccc3F)CC2)cc1NC1=NC2CS(=O)(=O)CC2S1 (configuration not stated),14,0,-1,0.92,-2,0,-2.0,-2
Cc1occc1-c1nnc(SCC(=O)c2cc3ccccc3oc2=O)o1,-276,6,-5,0.8,11,-4,1.1,-5
O=C(CSc1nc2ccccc2c(=O)[nH]1)N1CCN(c2ccccc2)CC1,0,3,3,1,9,-397,0.1,-5
Cc1nc(CCNS(=O)(=O)c2cccnc2)cs1,26,3,-8,1,-1,-1,1.8,3
CCCCn1c(SCc2c(C)noc2C)nc2cc(S(N)(=O)=O)ccc21,6,2,-10,1.1,-14,2,-1.1,-3
COc1ccc(NC(=O)CC2C(=O)NCCN2C(=O)c2ccc(N(C)C)cc2)cc1 (configuration not stated),17,1,-15,1,-3,0,1.7,7
Cc1ccc(CSc2ccc(-c3ccco3)nn2)cc1,0,4,84*,1.1,0,0,1.4,19
Cc1ccc(/C=C/C(=O)OCC(=O)Nc2ccccc2Sc2ccccc2)cc1,21,3,-6,1,1,2,1.9,-1
COc1ccc(OC)c(NC(=O)CSc2nnc(C3CCCCC3)n2-c2ccccc2)c1,11,0,-6,1,-18,2,-2.2,3
Cc1ccc([N+](=O)[O-])cc1NC(=O)C(C)Sc1nnc(C)n1CC1CCCO1 (configuration not stated),10,0,-1,0.79,-2,-1,-1.4,5
O=C(/C=C/c1ccc(F)cc1)NC(=S)Nc1ccccc1,1,2,-37,0.91,-11,1,1.6,14
O=C(c1ccc2nccnc2c1)N1CCN(c2ccccc2)CC1,10,0,-5,0.92,-2,-1,0.5,10
Cc1ccc(C(C)C)c(OCC(=O)Nn2c(C)nc3ccccc3c2=O)c1,11,0,-24,1.1,-8,1,-1.9,-21
O=C(Cn1ncc2c(=O)oc3ccccc3c21)N1CCCc2ccccc21,18,-2,-10,1.2,-11,1,-0.2,-18
C=CCN(CC=C)Cc1c(O)ccc2c1oc(=O)c1ccccc12,-180,0,7,0.9,-5,-14,-2.1,30
CN(C)CCCNC(=S)NCc1ccc(Cl)cc1,9,-1,-2,1.1,6,3,-0.4,-18
O=C(CN1C(=O)C(=O)N(C2CCCC2)C1=O)Nc1ccc(N2CCOCC2)cc1,14,1,-5,1.4,4,-1,0.8,-8
CC1(C)Cc2ccccc2-c2nc(CN3CCOCC3)[nH]c(=O)c21,4,-2,-9,0.92,-2,-2,-3.6,-13
CC1CC(C)(C)CC2(C1)NC(=O)N(CC(=O)N1CCN(S(=O)(=O)c3ccc(F)c(F)c3F)CC1)C2=O (configuration not stated),12,3,.,.,7,0,-0.5,2
CCn1c(NCc2cc(OC)c(OC)c(OC)c2)nc2ccccc21,8,0,9,1.1,2,0,-0.4,10
O=C(O)CCCC(=O)Nc1cc([N+](=O)[O-])ccc1O,7,-1,-29,0.98,-3,-1,-0.2,-10
CCOC(=O)C(C(=O)OCC)C(C#N)c1ccccc1 (configuration not stated),8,0,17,1,6,-3,12,-14
Cc1ccccc1C(N)c1ccncc1 (configuration not stated),8,1,7,1,4,-5,0.1,-10
Cc1nc([N+](=O)[O-])c(Br)n1CC(=O)c1cccc([N+](=O)[O-])c1,15,3,.,.,2,1,-0.6,15
O=Cc1ccc(OC(=O)c2cccnc2)cc1,10,3,17,1.1,3,-1,-1.0,-5

# Sorted by value in SENP1 FRET inh (smallest number first): some entries from above
Compound,SENP1 FRET inh,SENP6 block,hIAP act,ATG4B inhibitor,GRIN3A LBD mod,MPTP block,PfG6PD inh
O=C(Cn1ncc2c(=O)oc3ccccc3c21)N1CCCc2ccccc21,-2,-10,1.2,-11,1,-0.2,-18
CCn1c(NCc2cc(OC)c(OC)c(OC)c2)nc2ccccc21,0,9,1.1,2,0,-0.4,10
Cc1nc([N+](=O)[O-])c(Br)n1CC(=O)c1cccc([N+](=O)[O-])c1,3,.,.,2,1,-0.6,15

# Remaining list, next part
SMILES,SENP8 block,SENP1 FRET inh,SENP6 block,hIAP act,ATG4B inhibitor,GRIN3A LBD mod,MPTP block,PfG6PD inh
COCCNc1nc(C)cc(-c2cc(-c3ccc(Cl)cc3)on2)n1,-500,1,-5,0.86,0,4,0.5,-3
COC(=O)/C=C1/SC(=NC(=O)c2ccc(OC)cc2)NC1=O,30,2,-9,0.82,-7,-8,-1.2,12
Cc1ccc(CCNC(=O)c2cc(C)nn2-c2ccccc2)cc1,4,1,11,1,12,1,0.6,22
Cc1ccc(/C(C#N)=C\c2ccc(N3CCOCC3)o2)cc1,-26,-26,-20,1.1,-12,-59,2.0,72*
COc1ccc(NC(=O)CSc2nnc(-c3ccncc3)n2C)cc1,-6,1,5,0.98,-12,1,-0.6,-15
CNc1oc(-c2ccc(Cl)cc2)nc1P(=O)(c1ccccc1)c1ccccc1,-336,1,1,1.1,-21,-2,3.0,19
Cc1nn(C(C)C(=O)N2CCCC2)c(=O)c2nn(-c3ccccc3)c(C)c12 (configuration not stated),5,2,-5,0.94,0,1,-0.7,-3
COc1ccc(C)cc1NC(=O)c1ccc(S(=O)(=O)N2CCOCC2)cc1,30,-1,-2,0.94,-9,2,1.0,-1
CCSc1nc(-c2ccccc2)cc(=O)[nH]1,4,2,-4,1.1,-5,0,0.7,-8
COc1ccccc1NC(=O)C1CCN(S(=O)(=O)c2ccc3c(c2)NC(=O)C(C)S3)CC1 (configuration not stated),-1,5,9,0.97,-2,2,0.8,-3
COc1ccccc1CNCCS(=O)(=O)NN1CCOCC1,14,0,.,.,7,-3,-0.8,24
COc1cc(OC)cc(C(=O)N[C@H](C(=O)OCC(=O)Nc2ccc(C(C)C)cc2)C(C)C)c1,18,4,2,1.2,-15,-2,7.5,15
CC(=O)Oc1c(-c2ccc(Br)o2)oc2ccccc2c1=O,-289,-26,4,0.86,25,-2,3.0,-22
CC(C(=O)NC1CCCC1)N1CCN(S(=O)(=O)c2ccccc2Cl)CC1 (configuration not stated),7,1,-10,0.95,-3,17*,-0.7,-11
CCC(=O)Nc1nnc(-c2ccccn2)o1,-80,0,-2,1,7,-1,-0.3,-3
CC(=O)OCC1=C(C(=O)O)N2C(=O)C(NC(=O)Cn3nc(C(F)F)c(Cl)c3C)C2SC1 (configuration not stated),4,-1,-45,0.88,9,-1,-1.0,12
O=C1CC(c2ccccc2)CC(O)=C1C=NCCN1CCOCC1 (configuration not stated),13,2,19,0.97,-16,0,0.9,3
Cc1ccc(CNC(=O)CCC2CCCN(Cc3c(C)nn(C(C)C)c3C)C2)o1 (configuration not stated),-7,-3,-17,0.85,-1,1,1.1,-10
O=C(NCC(O)c1ccccc1)c1cccs1 (configuration not stated),9,-2,-15,0.99,-1,0,1.0,-6
CCOC(=O)c1c(C)[nH]c(C)c1C(=O)COC(=O)c1cc(OC)cc(OC)c1,4,1,8,0.94,-14,3,0.6,14

# Among those listed so far, four have a COOH group:
SMILES,SENP8 block,SENP1 FRET inh,SENP6 block,hIAP act,ATG4B inhibitor,GRIN3A LBD mod,MPTP block,PfG6PD inh
O=C(O)CCn1c(-c2ccccc2)cc2ccccc21,-172,0,-11,0.92,-1,1,0.0,-7
O=C1NC(=O)/C(=C\c2ccc(OCc3cccc(C(=O)O)c3)c(Cl)c2)N1,-179,0,95*,0.9,-4,-14,1.3,-13
O=C(O)CCCC(=O)Nc1cc([N+](=O)[O-])ccc1O,7,-1,-29,0.98,-3,-1,-0.2,-10
CC(=O)OCC1=C(C(=O)O)N2C(=O)C(NC(=O)Cn3nc(C(F)F)c(Cl)c3C)C2SC1 (configuration not stated),4,-1,-45,0.88,9,-1,-1.0,12

# Rows were taken by chance, and some 6.7% of all compounds hit somewhere here.
